TDP1 cell noCPT = qHTS for Inhibitors of human tyrosyl-DNA phosphodiesterase 1 (TDP1): qHTS in cells in absence of CPT | DT40 Tdp1-/- hTDP1 cells, no CPT, ATP luminescence, 48 h | Potency, µM (highest dose often 46.2 µM), inactives show at the top dose activity change, negative = growth inhibition, hits mostly inhibitors | actives 15% (n = 420,000); also: nearly all actives have a fitted effect of over 55% in size
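No-CPT arm: Tdp1-/-;hTDP1 DT40 cells (400/well) plus compounds, incubated ≥48 hr at 37 °C. Readout CellTiter-Glo luminescence.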
TDP1 cell CPT = DT40-hTDP1 cell growth loss with CPT; chicken DT40 Tdp1-/-;hTDP1 cells + 20 nM CPT, ATP luminescence, 48 h; Potency, µM (highest dose often 46.2 µM), without a hit: top-dose activity change, negative = growth inhibition, actives largely listed as inhibitors; actives 12% (n = 420,000); also: nearly all actives have a fitted effect of over 55% in size
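Chicken DT40 Tdp1-/- cells stably complemented with human TDP1 were seeded at 400 cells/well in medium containing 20 nM camptothecin, exposed to pin-transferred compounds, and grown at 37 °C for at least 48 hr. Viability was read as ATP luminescence.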
TDP1 inh = blocks human tyrosyl-DNA phosphodiesterase 1; Q9NUW8; actives 0.28% (n = 350,000); recombinant TDP1, AlphaScreen DNA substrate cleavage; Potency, µM (titrated, usually from 130 µM), for the others: top-dose activity change, negative = inhibition, usual class: inhibitors; also: nearly all actives have a fitted effect of over 40% in size
Target sequence (Q9NUW8 whole entry, looked up): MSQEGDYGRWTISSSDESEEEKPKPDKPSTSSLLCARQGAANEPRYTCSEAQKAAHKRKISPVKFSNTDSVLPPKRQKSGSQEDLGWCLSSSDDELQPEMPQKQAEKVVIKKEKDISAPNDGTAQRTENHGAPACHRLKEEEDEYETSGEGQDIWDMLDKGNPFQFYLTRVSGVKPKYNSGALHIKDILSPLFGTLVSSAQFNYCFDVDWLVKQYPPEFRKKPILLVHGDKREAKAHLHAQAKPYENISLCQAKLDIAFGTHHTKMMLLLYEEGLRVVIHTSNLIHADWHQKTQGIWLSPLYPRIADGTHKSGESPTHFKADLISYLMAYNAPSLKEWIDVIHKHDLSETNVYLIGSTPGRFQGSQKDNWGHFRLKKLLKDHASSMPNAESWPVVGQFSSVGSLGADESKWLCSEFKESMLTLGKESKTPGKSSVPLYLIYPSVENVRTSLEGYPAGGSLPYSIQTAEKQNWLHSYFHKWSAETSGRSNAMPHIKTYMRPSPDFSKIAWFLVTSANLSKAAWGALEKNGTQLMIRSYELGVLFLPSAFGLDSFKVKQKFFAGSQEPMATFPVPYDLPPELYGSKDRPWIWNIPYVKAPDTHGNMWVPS
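Compounds were preincubated with Tdp1 (1 nM final) for 15 min at room temperature before substrate (15 nM final) started a 5 min reaction; beads (10 ug/ml final) were then added for 10 min before AlphaScreen detection.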
Starred values were filed as active, the others as inactive; ? = inconclusive; · = not tested or not shown; & = joins results of further samples; ! = repeats disagree; [ ] = remark or other dose. Calls follow the shape of the dose curve; as a rule, active = well fitted curve in the direction sought with a large enough effect; inconclusive = small, poorly fitted or top-dose-only effect, or another doubt; inactive = no such curve, though single readings can be large; an effect the other way counts as inactive or inconclusive. % is scaled to controls: 0 for no effect and ±100 for the full control effect; potency is read from the fitted curve at half-maximal effect.

smiles	TDP1 cell noCPT	TDP1 cell CPT	TDP1 inh
O=C(NNS(=O)(=O)c1ccc(F)cc1)c1sccc1-n1cccc1	-12%	-9%	2%
O=C(NCc1ccco1)c1c(F)cccc1Cl	0%	5%	1%
COC(=O)c1ccccc1NC(=O)CCCn1nc(C)c2c(C)n(-c3ccccc3)nc2c1=O	?	?	3%&-6%
Cc1cccc(C)c1NC(=O)CN1C(=O)C(C)Oc2ccccc21 (stereo not given)	5%	6%	2%
Clc1ccc(CCNc2ncnc3c2nnn3Cc2ccccc2)cc1	?	-22%	·
Clc1ccc(N=NN2CCOCC2)cc1	-23%	0%	0%
COc1ccc(N2CC(C(=O)Nc3ccc([N+](=O)[O-])cc3Br)CC2=O)cc1 (stereo not given)	-19%	-10%	5%
N#Cc1ccc(N2CCCC2C(=O)O)c([N+](=O)[O-])c1 (stereo not given)	-2%	5%	3%

Later entries:
smiles	TDP1 cell noCPT	TDP1 cell CPT	TDP1 inh
Cc1cccc(C)c1NC(=O)c1ccc2c(c1)CCN2S(C)(=O)=O	-3%	-5%	·
CCOC(=O)c1c(NC(=O)C(=O)N/N=C/c2ccc(OCC)cc2)sc2c1CCCCC2	?	?	2%
O=S(Cc1ccc(Br)cc1)Cc1nnc(SCc2ccc(Cl)cc2)n1-c1ccccc1 (stereo not given)	18µM*	16µM*	2%
O=C(c1cnccn1)N1CCN(C/C=C/c2ccccc2)CC1	-10%	-15%	4%
COc1cc(OC)cc(C(=O)NCCNC(=O)c2ccccc2)c1	-26%	-19%	0%
Cc1ccccc1NC(=O)CCS(=O)(=O)c1ccc(Br)cc1	-1%	-1%	·
Cc1ccnc(NC(=O)c2ccc(Br)s2)c1	?	?	·
CCC(=O)c1ccccc1OCCCn1cncn1	1%	-5%	0%

(cont.)
smiles	TDP1 cell noCPT	TDP1 cell CPT	TDP1 inh
Cc1cccc(CSC2=CS(=O)(=O)c3ccccc3N2)c1	23µM*	?	7%
Cc1ccc(S(=O)(=O)/C(C#N)=C/c2c(N3CC(C)OC(C)C3)nc3c(C)cccn3c2=O)cc1 (stereo not given)	4%	-3%	5%
N#CC1C(=O)NC(N2CCN(c3ccccc3)CC2)=NC12CCCCC2 (stereo not given)	-12%	4%	3%
CNC(=O)OCc1nc(SSC(C)(C)C)n(C)c1COC(=O)NC	2.1µM*	2.1µM*	·
CNC(=S)Nc1ccc([N+](=O)[O-])cc1	-25%	-11%	3%
CC(=O)Nc1cccc(NC(=O)c2cc3ccccc3o2)c1	21µM*	16µM*	0%
Cc1nc2ccccc2nc1/C=C/c1ccc(N(C)C)cc1	0.5µM*	0.5µM*	·
CC1(C)CC(=O)C=C(C(=O)N2CCCC(C(=O)c3cccc(C(F)(F)F)c3)C2)O1 (stereo not given)	?	?	2%

Continuation:
smiles	TDP1 cell noCPT	TDP1 cell CPT	TDP1 inh
COc1ccc(NC(=O)N2CCC(C(=O)c3ccc(F)cc3)CC2)cc1	?	?	4%
COc1ccc(/C=C/C(=O)NC(=S)NNC(=O)c2cccnc2)cc1	?	?	7%
Cc1ccc(OCC(=O)Nc2sc3c(c2C#N)CCC3)cc1C	-16%	-2%	-5%
CC(C)Nc1nc(-c2ccccc2)nc(-n2ccnc2)n1	-27%	-3%	8%
CC(=O)N(Cc1cc(=O)[nH]c2ccccc12)c1cccc(C)c1	-35%	-27%	3%
Cc1ccc(-c2nc3ccccc3c(C(=O)NCc3cccs3)c2C)cc1	?	21µM*	-2%
O=C(C(=O)N1CCOCC1)c1cn(CC(=O)N2CCc3ccccc3C2)c2ccccc12	-23%	21%	0%
Cc1ccc(CNC(=O)CS(=O)(=O)c2cn(CC(=O)N3CCOCC3)c3ccccc23)cc1	2%	0%	1%

(further entries)
smiles	TDP1 cell noCPT	TDP1 cell CPT	TDP1 inh
CN1C(=O)C2(c3ccccc31)c1c(oc3ccccc3c1=O)C(=O)N2CCCO (stereo not given)	1%	4%	6%
COc1ccc(Cc2nc(C)cc(Cl)n2)cc1[N+](=O)[O-]	-5%	-16%	-1%
Brc1ccc2nc(-c3c[nH]c4ccccc34)cn2c1	-28%	-2%	9%
Cc1ccc(S(=O)(=O)NC(=O)NN2CCCCCC2)cc1	-16%	-5%	3%
CCOc1ccc(N=C(NC#N)SCC(=O)NC2CC2)cc1	-13%	-17%	6%
O=C(CCCOc1ccccc1)N1CCN(S(=O)(=O)c2ccc(Cl)cc2)CC1	-28%	?	·
O=C(Nc1cccc(Cl)c1N1CCOCC1)c1ccc(Br)o1	10µM*	10µM*	7%
Cc1cccc2c(=O)c(-c3ccc(Cl)cc3)c(NC(=O)c3ccco3)oc12	8%	-5%	2%

Continuation.
smiles	TDP1 cell noCPT	TDP1 cell CPT	TDP1 inh
CSc1ccc(C(=O)C2CCCN(C(=O)CN3CCOC3=O)C2)cc1 (stereo not given)	-18%	-19%	4%
COc1cccc(-n2c(CN3CCN(c4ccc(C)cc4)C(C)C3)nc3ccc([N+](=O)[O-])cc3c2=O)c1 (stereo not given)	?	-30%	2%
O=C(OCC(=O)N1CCCc2ccccc21)c1ccccc1OC(F)F	-18%	-20%	-9%
NC(=O)C1CCN(C(=O)CNC(=O)c2ccc(F)cc2)CC1	0%	-4%	-2%
COc1ccc(N2CCN(CCCn3cnc4c(OC)ncnc43)CC2)cc1	-1%	3%	·
Cc1c2cnn(CC(=O)NCCc3ccccc3)c(=O)c2c(C)n1Cc1ccccc1Cl	?	?	8%
Cn1ncc(N2CCN(S(=O)(=O)c3ccc(Br)cc3)CC2)c(Cl)c1=O	?	-8%	0%
CCOC(=O)C1=C(CC)Nc2ccccc2N/C1=N\S(=O)(=O)c1ccccc1F	3%	0%	3%

Other entries.
smiles	TDP1 cell noCPT	TDP1 cell CPT	TDP1 inh
COc1cccc(NC(=O)CN2C(=O)C(=O)N(C3CCCC3)C2=O)c1	2%	3%	-1%
CCOc1c(Cl)cc(/C=C/C(=O)N(CC)CC(=O)Nc2ccc(NC(C)=O)cc2)cc1OC	?	8%	1%
CC(C)CNC(=O)CN1C(=O)NC(Cc2c[nH]c3ccccc23)C1=O (stereo not given)	13%	1%	0%
CCCCOc1cc(C(=O)NCCN(CC)CC)c2ccccc2n1	7.3µM*	21µM*!	-8%
CCc1cc2c(cc3c(=O)n(CC(=O)N4CCN(c5cc(Cl)ccc5C)CC4)ncn32)s1	?	-19%	-1%
COc1cccc(NC(=O)C2CCCO2)c1 (stereo not given)	-2%	8%	·
CCN(C(=O)C1CCN(S(=O)(=O)c2cc(Br)cc3c2N(C(C)=O)CC3)CC1)c1cccc(C)c1	23µM*	?	2%
CCS(=O)(=O)n1nc(-c2ccccc2)nc1NCc1ccco1	-14%	-16%	-5%[56.1 µM]

Following part:
smiles	TDP1 cell noCPT	TDP1 cell CPT	TDP1 inh
Cc1ccc(-n2cc(CNC(C)c3cnn(C)c3C)c(-c3ccc(F)cc3)n2)cc1 (stereo not given)	2.9µM*	5.2µM*	·
CCOC(=O)c1ccccc1NC(=O)CN1C(=O)CCS(=O)(=O)c2ccccc21	21µM*	23µM*	-6%[56.1 µM]
CCCC(=O)Nc1nc(-c2ccc3c(c2)OCCO3)cs1	?	?	7%
CCN(CC)S(=O)(=O)c1ccc(C(=O)NCC2CCCCC2)cc1	?	0%	2%
O=C(O)c1ccc(N2C(=O)CCCC2=O)cc1	-4%	-18%	·
COc1ccc(CCNC(=O)c2ccc3c(c2)N(Cc2cccc(Cl)c2)C(=O)c2ccccc2S3=O)cc1OC (stereo not given)	?	?	5%
Cc1ccc(NC(=O)Cn2cc(C(F)(F)F)cc(Cl)c2=O)cc1Cl	4%	3%	-5%
Cc1c(NS(C)(=O)=O)cccc1-c1nc2cccnc2s1	?	?	-1%

(next part)
smiles	TDP1 cell noCPT	TDP1 cell CPT	TDP1 inh
OCCNC(=S)Nc1ccc2c(c1)OCCO2	-1%	4%	4%
COc1ccc(C(=O)NC(C)c2nc3ccccc3[nH]2)cc1OC (stereo not given)	2%	-15%	5%
O=C(COn1nnc2ccc(C(F)(F)F)cc21)Nc1c(Cl)cccc1Cl	-6%	16%	2%
Cc1cccc(/C(N)=N/OC(=O)COc2ccc(Cl)c(C)c2)c1	-4%	-6%	5%
Cc1cccc(NC(=O)CSc2nc(C)c(Cc3ccccc3)c(=O)[nH]2)c1	?	?	-1%&5%
COc1ccc(NC(=S)N(CCC(C)C)C2CCN(C(C)C)CC2)cc1	-18%	?	·
Cc1cc(=O)n2c3c(cccc13)CCC2	-12%	-22%	1%
CCN1CCCCC(=N/O)/C(=N/O)CCCC1	-18%	-3%	0%

Three compounds from above, ordered by heavy-atom count, low to high.
smiles	TDP1 cell noCPT	TDP1 cell CPT	TDP1 inh
COc1ccc(C(=O)NC(C)c2nc3ccccc3[nH]2)cc1OC (stereo not given)	2%	-15%	5%
O=C(COn1nnc2ccc(C(F)(F)F)cc21)Nc1c(Cl)cccc1Cl	-6%	16%	2%
Cc1cccc(NC(=O)CSc2nc(C)c(Cc3ccccc3)c(=O)[nH]2)c1	?	?	-1%&5%

Remaining list, next part.
smiles	TDP1 cell noCPT	TDP1 cell CPT	TDP1 inh
COc1cc(C(=O)NCC(c2cccs2)N2CCOCC2)ccc1OCc1ccccc1 (stereo not given)	?	?	·
Cc1cccc(Nc2ncnc3onc(-c4ccc(Cl)cc4)c23)c1C	-24%	-1%	2%
COC(=O)CSc1ncc(S(=O)(=O)c2ccccc2)c(=O)[nH]1	-7%	1%	·
CCc1ccc(CNC(=O)c2nn(-c3ccc(OC)c(Cl)c3)c(=O)c3c2c2ccccc2n3C)cc1	-7%	1%	2%
CCCCc1nnc(NC(=O)CC(=O)Nc2ccccc2C(=O)O)s1	-6%	12%	7%
CC(C)C1OC2c3cccc4cccc(c34)C2N1c1ccccc1 (stereo not given)	-16%	-17%	10%[56.1 µM]
CCNc1ccc(P(=O)(c2ccccc2)c2ccccc2)cc1	?	4%	5%
CCOC(=O)c1cc2c(ccn2C)n1CC(=O)N(Cc1ccccc1)c1ccc(F)cc1	-2%	-27%	3%

Entries of single compounds as entered above.
COc1cc(C(=O)NCC(c2cccs2)N2CCOCC2)ccc1OCc1ccccc1 (stereo not given) is listed as TDP1 cell noCPT = ?; TDP1 cell CPT = ?; TDP1 inh = ·
CCOC(=O)c1cc2c(ccn2C)n1CC(=O)N(Cc1ccccc1)c1ccc(F)cc1 is listed as TDP1 cell noCPT = -2%; TDP1 cell CPT = -27%; TDP1 inh = 3%
CCCCc1nnc(NC(=O)CC(=O)Nc2ccccc2C(=O)O)s1 is listed as TDP1 cell noCPT = -6%; TDP1 cell CPT = 12%; TDP1 inh = 7%

More records follow.
smiles	TDP1 cell noCPT	TDP1 cell CPT	TDP1 inh
Nc1nc(-c2ccc(Br)cc2)cc(C(F)(F)F)n1	-11%	1%	0%
CCn1c(O)c(/C=C/C=C/C=Nc2ccccc2)sc1=S	26µM*	?	8%
COc1ccccc1N1CCN(S(=O)(=O)c2c(C)sc3ncn(CC(=O)NCCN(C)C)c(=O)c23)CC1	-12%&-4%	15%&-12%	9%&3%
COc1ccccc1/C=C/C=N\N1CCN(Cc2ccccc2Cl)CC1	29µM*	?	-2%
COc1cc(C(=O)NCC(=O)N/N=C\C(C)=C/c2ccccc2)cc(OC)c1OC	-22%	-4%	·
CCOc1ccc(CCNC(=O)c2ccc(C)c(NC3=NC4CS(=O)(=O)CC4S3)c2)cc1 (stereo not given)	23%	-10%	9%
O=c1c(Cc2ccc(F)cc2)c(O)ccn1CC1CCCO1 (stereo not given)	?	-18%	0%
O=C1NCCCc2c1no[n+]2[O-]	-7%	-7%	-3%

Remaining list, next part:
smiles	TDP1 cell noCPT	TDP1 cell CPT	TDP1 inh
O=C(O)c1oc2ccccc2c1CSc1ccccn1	-4%	-19%	2%
CC(C)n1nnnc1SCC(=O)Nc1cccc(F)c1	5%	1%	0%
CCOC(=O)c1ccc(NC(=O)CC2Nc3cc(C)c(C)cc3NC2=O)cc1 (stereo not given)	?	?	·
O=C(OCc1cccc([N+](=O)[O-])c1)c1ccc2ccccc2n1	12%	4%	5%
Cn1c(N)c(C(=O)c2cc(-c3ccccn3)nc3ccccc23)c(=O)[nH]c1=O	-19%	-13%	8%
CN(C)c1ccc(/C=C/c2cc(=O)[nH]c3ccccc23)cc1	-29%	-30%	·
CCCCS(=O)(=O)c1oc(-c2cccs2)nc1S(=O)(=O)c1ccccc1	1.2µM*	0.82µM*	5%
O=C(/C=C/c1ccccc1[N+](=O)[O-])Nc1ccc(S(=O)(=O)Nc2ncccn2)cc1	-12%	-7%	5%
